# Assay outcomes as filed in PubChem BioAssay.
# PfHsp90 yeast 2 = growth inhibition of PfHsp90-expressing yeast, primary screen, antimalarial PfHsp90 inhibitor project, S. cerevisiae, BacTiter-Glo luminescence, single point, set 2; inhibition, % at 9.4 µM; 310,000 compounds, 0.32% hits; BacTiter-Glo ATP, 48 h; yeast lacking PDR1 and PDR3 efflux regulators;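 active means every replicate shows inhibition above about 80%, whatever the replicate mean, limit read from the data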;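 further: 0% = DMSO neutral controls and 100% = 20 µM radicicol positive controls; yeast relying on Plasmodium falciparum Hsp90 in place of its own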
# NSD2 HMT inh = NSD2 histone methyltransferase inhibitors, primary screen, biochemical, AlphaScreen, single concentration, set 2. NSD2 peptide methylation, 120 min. AID 743445, 2014. 310,000 compounds, 0.54% hits. inhibition, % at 12.5 µM. Histone-lysine N-methyltransferase NSD2 (Homo sapiens), O96028; in the data active means inhibition above about 50%
# RTF Ca sens act = cardiac RTF calcium sensitivity activators, primary screen, biochemical, IANBD-TnC fluorescence, EC20 calcium. Troponin I, cardiac muscle (Homo sapiens) + Troponin T, cardiac muscle (Homo sapiens) + …. IANBD-labeled TnC RTF fluorescence at EC20 calcium; 0% EC20 calcium, 100% full calcium. activation, % at 7.2 µM. 340,000 compounds, 0.24% hits;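 active means activation above the mean over all tested compounds plus 3 SD, cut at about 30% in these data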;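 further: rise in fluorescence read as greater calcium sensitivity of cardiac thin filaments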
# CDK5 inh = inhibitors of human CDK5/p35 kinase, primary screen, biochemical, single concentration | Cyclin-dependent kinase 5 (Homo sapiens) + Cyclin-dependent kinase 5 activator 1 (Homo … | Recombinant CDK5/p35, ADP-Glo luminescence, 60 min | inhibition, % at 10 µM | 330,000 compounds, 0.01% hits;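 active means highest replicate inhibition of at least 50% and at least 75% of replicates reaching 50%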;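 further: plate controls were DMSO neutral control for no effect and GW8510 at 10 µM for full effect; many of its hits are not listed in these tables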
# PvdQ acylase = P. aeruginosa PvdQ acylase inhibitors, primary screen, biochemical, fluorescence, plate reader and imaging, single point; AID 488965, 2010; inhibition, % at 10 µM; PvdQ acylase [Pseudomonas aeruginosa LESB58]; 340,000 compounds, 0.063% hits; purified PvdQ acylase; in the data active means inhibition above about 30%, passing the limit was not always enough;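 further: 0% = vehicle neutral wells and 100% = reference inhibitor wells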
# RTF Ca sens inh = cardiac RTF calcium sensitivity inhibitors, primary screen, biochemical, IANBD-TnC fluorescence, EC70 calcium | Troponin I, cardiac muscle (Homo sapiens) + Troponin T, cardiac muscle (Homo sapiens) + … | inhibition, % at 7.15 µM | IANBD-labeled cardiac RTF, Ca2+ fluorescence | 340,000 compounds, 0.12% hits;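 active means inhibition above the mean inhibition of all tested compounds plus 3 SD, cut at about 17% in these data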;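 further: assay run at fixed EC70 calcium of 1.6 mM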
# SUMO Mot1 rescue = yeast Mot1-301 growth rescue at high temperature, primary screen, SUMOylation pathway inhibitor project, S. cerevisiae, ATP luminescence, 38.5C. S. cerevisiae Mot1-301 growth rescue; percent above DMSO median, 100 means doubled. growth rescue, % at 18.8 µM. 320,000 compounds, 1% hits. AID 2716, 2010;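 active means every valid replicate shows activation above 250% relative to neutral control wells; inactive means the rest, any valid replicate at or below 250%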;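 further: OY570 slx delta 5 strain wells were the positive control but not used for scaling; some compounds called inactive have numbers as strong as hits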
# LANA DNA inh = inhibitors of KSHV C-LANA binding to DNA, primary screen, biochemical, fluorescence polarization, FAM-LBS DNA, MBP-C-LANA, single point; AID 504423, 2011; Kaposi's sarcoma herpesvirus LANA C-terminal domain (residues 932-1162) DNA binding; 340,000 compounds, 0.078% hits; inhibition, % at 9 µM;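 active means highest replicate inhibition at or above 60% at 9 µM, even if other replicates fall short; inactive means all replicates below 60% inhibition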;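 further: 0% = neutral control wells and 100% = 4 µM acridine orange control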
# Rtt109 HAT inh = inhibitors of C. albicans Rtt109/Vps75 HAT, primary screen, biochemical, ThioGlo CoA-SH fluorescence, plate reader; Histone acetyltransferase RTT109 (Candida albicans (strain SC5314 / ATCC MYA-2876)), …; purified Rtt109/Vps75, 4 h; inhibition, % at 34.9 µM; 330,000 compounds, 0.16% hits;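 active means inhibition of at least 50% in every replicate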
# Keap1-Nrf2 PPI = Keap1-Nrf2 protein-protein interaction inhibitors, primary screen, biochemical, fluorescence polarization, single point; Kelch-like ECH-associated protein 1 (Homo sapiens), Q14145; Keap1 Kelch-Nrf2 peptide fluorescence polarization, 1536-well; inhibition, % at 9.4 µM; 340,000 compounds, 0.15% hits; AID 504523, 2011; in the data active means inhibition above about 12%;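 further: human Keap1 Kelch domain with fluorescein labeled Nrf2 9mer peptide probe; 0% = neutral control wells and 100% = peptide positive control; higher means more block of Keap1 binding to Nrf2 peptide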
# Target sequence (Q14145 whole entry, looked up, the tested form may be a part): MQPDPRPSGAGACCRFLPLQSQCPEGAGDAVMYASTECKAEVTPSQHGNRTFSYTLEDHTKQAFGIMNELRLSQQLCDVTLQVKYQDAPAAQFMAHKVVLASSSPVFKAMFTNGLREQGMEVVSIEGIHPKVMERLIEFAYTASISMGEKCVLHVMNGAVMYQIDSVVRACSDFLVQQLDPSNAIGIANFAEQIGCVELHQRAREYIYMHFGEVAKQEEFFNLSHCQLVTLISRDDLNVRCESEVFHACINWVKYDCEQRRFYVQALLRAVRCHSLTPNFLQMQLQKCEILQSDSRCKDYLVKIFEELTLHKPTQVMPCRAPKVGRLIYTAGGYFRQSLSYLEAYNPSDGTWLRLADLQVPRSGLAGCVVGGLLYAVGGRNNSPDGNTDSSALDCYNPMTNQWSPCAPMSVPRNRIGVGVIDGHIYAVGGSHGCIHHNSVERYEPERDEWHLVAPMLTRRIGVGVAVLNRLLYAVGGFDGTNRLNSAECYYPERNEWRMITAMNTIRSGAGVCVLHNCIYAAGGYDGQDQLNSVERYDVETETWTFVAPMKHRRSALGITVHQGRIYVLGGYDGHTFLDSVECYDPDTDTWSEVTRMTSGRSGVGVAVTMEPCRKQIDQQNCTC
# dFosB act = activators of delta FosB homodimer, primary screen, biochemical, fluorescence polarization, TAMRA-CDK5 oligo, single point; 340,000 compounds, 0.99% hits; purified delta FosB; percent of positive-control signal above neutral wells; activation, % at 25 µM; Protein FosB (Mus musculus), P13346;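 active means mean activation above about 17%, with every replicate also reaching it, limit read from the data, passing the limit was not always enough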;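 further: fluorescence polarization rise as delta FosB binds a TAMRA Cdk5 AP-1 oligo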
# Target sequence (P13346 whole entry, looked up): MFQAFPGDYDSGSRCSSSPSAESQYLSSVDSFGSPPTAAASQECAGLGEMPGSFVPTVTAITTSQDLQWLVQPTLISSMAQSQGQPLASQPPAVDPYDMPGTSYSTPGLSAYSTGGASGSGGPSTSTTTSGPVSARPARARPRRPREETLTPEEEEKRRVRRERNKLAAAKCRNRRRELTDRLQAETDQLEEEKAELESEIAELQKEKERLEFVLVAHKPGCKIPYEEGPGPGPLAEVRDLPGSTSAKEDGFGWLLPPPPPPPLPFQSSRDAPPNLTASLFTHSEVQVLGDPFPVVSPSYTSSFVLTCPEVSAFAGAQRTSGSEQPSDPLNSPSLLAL
# Numbers without * were called inactive; nt = not tested or not shown. No enrichment for hits (roughly 3.2% active in at least one column).
SMILES,PfHsp90 yeast 2,NSD2 HMT inh,RTF Ca sens act,CDK5 inh,PvdQ acylase,RTF Ca sens inh,SUMO Mot1 rescue,LANA DNA inh,Rtt109 HAT inh,Keap1-Nrf2 PPI,dFosB act
Cc1ccc(OCC(=O)c2c(O)c3ccccc3oc2=O)cc1C,-3,-1,7,0.0,-5,-2,nt,-1.4,21,-7,-8
COc1cc2c(cc1OC)C(c1cccc(Cl)c1)CC(=O)N2 (centres undefined),13,10,15,-0.5,-8,-16,-6,1.4,-7,-5,-5
COC(=O)Cn1c2ccc(OC)cc2c2nc(C)sc21,-16,18,1,0.0,-3,5,18,-1.3,-9,-5,4
CCSc1nnc(NS(=O)(=O)c2ccc(C)cc2)s1,6,1,-4,0.9,-11,-9,15,2.6,11,-5,-10
COc1cccc(C(=O)Nc2cc(S(=O)(=O)N3CCCCC3)ccc2OC)c1,nt,-4,2,0.5,11,-6,3,-0.2,-2,0,-7
Cc1ccc(OC(C)C(=O)O)cc1C (centres undefined),-11,-3,8,-0.8,-7,-6,1,1.1,-3,2,-4
c1ccc(C2=Nn3c(nnc3-c3cc(-c4ccccc4)n[nH]3)SC2)cc1,-4,-1,-3,-1.1,-18,-9,-2,0.6,22,-3,-24
O=C(c1ccc(Br)o1)N(Cc1ccccc1)Cc1ccccc1,-1,nt,3,1.4,-8,-1,2,-1.2,-3,-8,-2
CC(C)CNC(=O)COC(=O)c1ccccc1OCC(=O)Nc1ccc(Br)cc1,9,-2,1,0.0,3,-2,nt,0.1,-7,1,1
COC(=O)[C@]1(CC(C)C)N[C@H](c2ccc(-c3ccc4c(c3)OCO4)cc2)[C@@H]2C(=O)N(C)C(=O)[C@@H]21,9,nt,1,0.5,-11,-31,7,-1.0,-5,0,0
NS(=O)(=O)c1cc(C(=O)OCCNC(=O)c2ccccc2)c(Cl)cc1Cl,7,-4,-9,-3.8,-10,-5,5,2.7,3,-3,5
O=C(NCc1ccco1)c1ccc(NS(=O)(=O)c2cccc(F)c2)cc1,-6,2,-6,-1.6,8,1,-6,-2.0,0,4,-13
O=C(NCCC1CCCCN1S(=O)(=O)c1cccs1)C(=O)NCc1ccccc1 (centres undefined),-1,-1,-1,0.2,-8,9,-4,0.9,-1,-3,5
COc1ccc(S(=O)(=O)N2CCOCC2)cc1NC(=O)CN1CCCc2ccccc21,19,nt,-3,2.2,-18,-8,6,-0.8,1,3,-9
COc1ccc(N2CCOCC2)c(NC(=O)COc2cccc(C)c2C)c1,6,-1,-2,1.5,-8,-4,5,-1.5,7,4,-10
COC(=O)N/N=C/c1cn(Cc2ccc(Cl)cc2Cl)c2ccccc12,-14,-4,-21,-0.3,-4,-7,-14,-1.6,5,0,-9
C=CCC[C@@H](Cc1ccc(F)cc1)C(=O)O[C@H](CNC(=O)[C@@H](CC=C)CC(=O)N[C@H](CO)Cc1ccccc1)c1ccccc1,nt,nt,-4,-0.1,-9,-1,nt,1.1,4,-7,-5
CC(C)(C)[C@]1(O)CCN2C[C@H]3c4ccccc4CCc4cccc(c43)[C@@H]2C1,24,nt,1,-0.3,-8,2,35,-4.3,21,-1,-4
O=C(NN1CCOCC1)c1cc(S(=O)(=O)Nc2cccc(C(F)(F)F)c2)ccc1Cl,-1,0,-2,0.9,-16,-9,1,-0.5,1,0,3
CCOC(=O)N1CCN(C(=O)CSc2nnc(-c3cc(OC)ccc3OC)o2)CC1,23,-1,-7,1.8,-11,-1,nt,0.8,-8,-9,-2
COc1cccc(N/C(N)=N/c2nc(C)cc(=O)[nH]2)c1,2,nt,0,0.0,-19,-10,125,-2.1,-3,0,4
Cc1ccc(OCC(=O)Nc2ccc3c(c2)nc(CCN2CCCCC2)n3C)cc1,4,5,1,-2.9,-11,2,14,-2.7,4,-7,-4
O=C(N/N=C/c1ccc(OC(F)F)cc1OC(F)F)c1cccc(S(=O)(=O)N2CCOCC2)c1,11,-2,3,-0.2,1,-5,5,-1.0,-1,-1,-13
COc1cccc(N2CCN(CC(=O)NC(=O)NCc3ccco3)CC2)c1,19,-1,-2,0.5,7,-8,115,0.0,11,-2,-12
COc1cccc(NS(=O)(=O)c2ccc3c(c2)CC(=O)N3)c1,-8,-1,3,-0.8,-7,-6,4,-0.1,4,-8,1
Cc1ccc(S(=O)(=O)CCC(=O)O)cc1C,9,-4,-3,-2.0,9,11,-5,-3.4,-1,4,-8
Cc1ccccc1OCc1nc2ccccc2c(=O)n1/N=C/c1cn[nH]c1-c1ccc(Br)cc1,-75,0,0,-0.6,4,0,15,1.0,12,-1,1
Cc1cc(C(=O)N/N=C/C=C/c2cccc([N+](=O)[O-])c2)n[nH]1,-48,5,3,-1.2,-5,-5,162,-0.5,-1,-3,-9
Cc1nn(-c2ccc(C(=O)O)cc2)c(C)c1Oc1ccccc1O,-6,-1,-2,-2.1,-17,-8,-6,0.0,-7,0,-1
CC(Oc1ccccc1)C(=O)Nc1ccc(S(=O)(=O)N2CCOCC2)cc1 (centres undefined),nt,-1,9,-1.2,-1,-3,3,1.2,29,1,-6
Cc1ccc2cc(CN(CCN3CCCC3)C(=O)Nc3ccc(F)cc3)c(=O)[nH]c2c1C,23,-1,5,-1.8,-5,-3,12,-3.8,17,-6,8
OCC1(CCc2ccccc2)CCCN(C/C=C/c2ccccc2)C1 (centres undefined),17,0,-2,0.4,-13,3,14,-4.8,-4,-3,-5
Cc1ccc(C)c(N2N=C(C(=O)NCCN3C(=O)S/C(=C\c4cccnc4)C3=O)CCC2=O)c1,-28,25,-5,1.4,4,-15,-7,1.0,-1,-7,-18
CC1=CN2C(=N)/C(=C/c3ccco3)C(=O)N=C2S1,-41,19,6,-1.0,-2,-9,-14,3.7,-4,1,-7
Cn1c(N)c(C(=O)COC(=O)CCc2nc3ccccc3s2)c(=O)n(C)c1=O,21,-2,-1,-2.2,-7,0,-30,1.0,-12,-4,-8
CC1CCN(S(=O)(=O)c2ccc(C(=O)Nc3ccccc3-c3nc4ccccc4[nH]3)cc2)CC1,-18,12,-2,nt,18,4,238,-0.9,-8,1,6
O=C1N=C(N2CCOCC2)CS1,-5,-9,-12,1.7,-6,-1,-4,-0.3,8,-3,7
COc1ccc(-c2cnnn2-c2ccc([N+](=O)[O-])cc2)cc1,-11,2,5,-1.6,0,-7,104,-0.4,5,2,-13
O=C(NCCCn1ccnc1)c1ccc2c(c1)OCCO2,-5,0,1,-0.1,-7,10,-7,1.0,5,-2,-2
CCOC(=O)CCc1c(C)nc(SCCCn2c(=O)[nH]c3ccccc32)c(C#N)c1C,-2,-1,-2,-1.2,-20,-2,-5,0.9,18,-1,-10
Cc1cccc(NC(=O)N(Cc2cc3cc(C)ccc3[nH]c2=O)CC2COCCO2)c1 (centres undefined),-10,2,6,-0.2,6,6,-23,1.9,20,-7,-8
COc1cc(CC(=O)Nc2ccc3nc(SC)sc3c2)cc(OC)c1OC,2,0,-1,-0.8,5,1,12,-3.3,2,0,4
CCC1C(=O)CC(c2ccco2)NC1c1ccco1 (centres undefined),1,-1,-5,-0.8,-6,-4,95,0.3,-2,1,7
Cc1cccc(-n2ncc3c(N4CCC(C)CC4)ncnc32)c1,6,nt,-4,-1.5,-9,-10,19,1.2,-22,3,-23
CN(C)/C=C/C(=O)c1cnc2sccn2c1=O,-4,-7,9,0.5,-13,0,-14,-0.3,-7,2,-3
O=C(CNS(=O)(=O)c1cccs1)Nc1ccc2c(c1)OCCO2,nt,0,14,-1.3,-5,6,0,-0.2,0,-4,4
O=S(=O)(c1ccc2c(c1)OCCO2)N1CCN(c2ncnc3sccc23)CC1,5,-2,nt,-0.2,-5,nt,-2,-2.5,-2,-2,-7
N#Cc1ccc(C(=O)NCCCSc2ccccc2)cc1,32,25,-6,-0.7,-6,2,0,0.2,-11,0,-13
COc1ccc(C(=O)N2CCSC2=S)cc1OC,0,-1,-1,-0.7,1,-13,10,-1.0,8,-31,-4
O=C(CSc1nc(-c2ccco2)cc(C(F)(F)F)n1)NCCCN1CCOCC1,9,2,0,0.0,5,-1,29,0.6,-5,-2,8
CSc1nsc(SCC(=O)Nc2ccc(C(C)=O)cc2)n1,-22,nt,3,-0.6,-18,-7,21,0.5,0,-5,-5
Cc1cc(C)c(NC(=O)C2CCCN2CCO)c(C)c1 (centres undefined),-12,-1,1,-2.4,-23,-5,8,-2.3,-3,-5,-1
CCC(C)Oc1nc2c(c(=O)n(C)c(=O)n2C)n1C (centres undefined),2,-1,-2,10.0,10,-6,4,0.9,-3,-2,-7
Cc1ccccc1CSCCNC(=O)c1ccc(Cl)c(S(=O)(=O)N2CCOCC2)c1,6,4,-2,0.6,-10,3,21,-0.2,-2,2,-13
Cc1cc(C)c(S(=O)(=O)N2CCOC2CNC(=O)C(=O)NCCN(C)C)c(C)c1 (centres undefined),9,-1,0,-1.0,0,-2,-1,-0.8,1,2,-4
COCCN1C(=O)N[C@@H](c2ccccc2)[C@H](C(C)=O)[C@H]1C,5,nt,3,0.3,-8,-8,118,-1.1,4,-2,-1
CC(=O)c1ccc2c(c1)CC1(C2)Cc2cc3c(cc2C1)C(=O)CC3 (centres undefined),-30,0,-1,-1.8,-13,-9,nt,0.1,8,-3,-14
Cc1c(Nc2nc(C(F)(F)F)nc3ccccc23)c(=O)n(-c2ccccc2)n1C,nt,0,4,-1.4,-13,-13,5,-0.3,-6,-4,-8
COC(=O)C(Cc1ccc(O)cc1)NC(=O)NC12CC3CC(CC(C3)C1)C2 (centres undefined),22,-1,0,1.4,-16,-2,-11,4.7,-1,-5,-1
O=C(NCc1ccccn1)C1CCC(=O)N1C1CCCC1 (centres undefined),0,nt,5,-1.8,-3,-5,nt,-0.2,-5,3,3
